# Pf gamet viab: P. falciparum stage V gametocyte viability inhibition | AID 743093 | inhibition, % at 10.9 µM | 150,000 tested, 0.065% active | P. falciparum stage V gametocytes, ATP luminescence, 24 h;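 active = inhibition above the mean plus 3 SD of compounds within the control limits, set per campaign, cut at about 38% in these data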;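 also: 0% = DMSO wells and 100% = medium only without gametocytes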
# Bim-Mcl-1: disrupts Bim peptide binding to human Mcl-1; Q07820; Bead-based flow cytometry, Bim peptide-Mcl-1 binding; inhibition, % at 10 µM; 190,000 tested, 0.1% active; AID 1009; in the data active = inhibition above about 40%;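 also: 0% = no compound tracer wells and 100% = peptide blocker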
# Target sequence (Q07820 whole entry, looked up): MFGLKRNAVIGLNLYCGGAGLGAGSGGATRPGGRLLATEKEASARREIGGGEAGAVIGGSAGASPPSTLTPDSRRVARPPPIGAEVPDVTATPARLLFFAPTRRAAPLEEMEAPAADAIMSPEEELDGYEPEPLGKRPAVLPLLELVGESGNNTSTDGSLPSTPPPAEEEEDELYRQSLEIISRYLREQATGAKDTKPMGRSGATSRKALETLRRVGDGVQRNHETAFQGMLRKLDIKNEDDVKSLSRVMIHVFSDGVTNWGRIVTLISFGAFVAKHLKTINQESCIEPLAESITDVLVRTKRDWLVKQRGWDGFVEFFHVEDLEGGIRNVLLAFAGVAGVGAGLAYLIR
# Cdc42 wt: human Cdc42 wildtype GTP binding change, either direction | AID 761 | percent activity (GTP binding), % at 10 µM | 190,000 tested, 0.2% active | P60953 | GST-Cdc42 beads, Bodipy-GTP binding, flow cytometry; actives lie on both sides;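 active = percent activity GTP binding at least 20 points away from the 100% baseline, either down as inhibitor or up as activator; inconclusive = compound flagged as likely green fluorescent from well-wide comparison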;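 also: median bead fluorescence of bound Bodipy-FL-GTP at 100 nM; 0% = excess unlabeled GTP control and 100% = no compound control; below 100% means less GTP binding so inhibitor and above means activator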
# Target sequence (P60953 whole entry, looked up): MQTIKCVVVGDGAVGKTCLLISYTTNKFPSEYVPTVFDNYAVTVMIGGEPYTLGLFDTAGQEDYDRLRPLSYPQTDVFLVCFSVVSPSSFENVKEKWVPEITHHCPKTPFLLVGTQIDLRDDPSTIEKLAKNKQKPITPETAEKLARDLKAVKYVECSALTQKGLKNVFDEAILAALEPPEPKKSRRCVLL
# HRas wt GTP bind: modulators of GTP binding to human HRas wildtype | P01112 | GST-Ras wt beads, Bodipy-FL-GTP binding, flow cytometry; actives lie on both sides | GTP binding activity, % at 10 µM | 190,000 tested, 0.14% active;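 active = GTP binding activity at least 20% away from the 100% baseline, either lowered as inhibitor or raised as activator; inconclusive = flagged as likely green fluorescent, judged across all proteins in the well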;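 also: 0% = unlabeled GTP competition control and 100% = no-compound control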
# Target sequence (P01112 whole entry, looked up): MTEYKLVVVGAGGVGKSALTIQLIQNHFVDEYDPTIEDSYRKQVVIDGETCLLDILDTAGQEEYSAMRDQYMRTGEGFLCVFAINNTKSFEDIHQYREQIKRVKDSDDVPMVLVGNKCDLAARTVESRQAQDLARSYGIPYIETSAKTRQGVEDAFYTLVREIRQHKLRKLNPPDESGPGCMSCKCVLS
# Rab7 wt modul: alters GTP binding to wildtype dog Rab7. GTP binding activity (percent of control), % at 10 µM. AID 758. 190,000 tested, 0.055% active. GST-Rab7 beads, fluorescent GTP binding, flow cytometry; actives lie on both sides; untreated = 100%, excess cold GTP = 0%;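 active = fluorescent GTP binding to Rab7 beads changed by at least 20 points from the 100% baseline, either direction, mostly lower; inconclusive = compound itself probably fluorescent, or too few beads counted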;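 also: median green fluorescence of bound Bodipy-FL-GTP per Rab7 bead population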
# Rac1 wt modul: modulators of human Rac1 wildtype GTP binding; P63000; GST-Rac1 beads, fluorescent GTP binding, flow cytometry; actives lie on both sides; 0 = cold GTP competed, 100 = untreated; GTP binding activity (% of control), % at 10 µM; 190,000 tested, 0.27% active; AID 757;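 active = GTP binding activity at least 20 points away from the 100% control level, either lower or higher; inconclusive = compound flagged as likely green fluorescent, judged across all proteins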
# Rab2A wt mod: changes GTP binding to wildtype dog Rab2A, up or down; P61105; 190,000 tested, 0.19% active; AID 760; GTP binding activity, % at 10 µM; GST-Rab2 wt beads, Bodipy-GTP binding, flow cytometry;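 active = GTP binding activity at least 20 points away from 100%, either lowered or raised; inconclusive = signal likely due to the compound's own green fluorescence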;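 also: 0% = beads with excess unlabeled GTP and 100% = no-compound control corrected for plate trend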
# Mcl1 Noxa PPI: Mcl-1/Noxa interaction inhibition; 220,000 tested, 1.5% active; TR-FRET Mcl-1/Noxa peptide binding, 2 h; Q07820; inhibition, % at 21.7 µM;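 active = compounds that cut the protein-peptide binding signal by more than 50% relative to plate controls in a single-dose test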;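 also: His-tagged Mcl-1 with rhodamine Noxa BH3 peptide and terbium anti-His antibody; 0% = Mcl-1 plus Noxa peptide wells and 100% = peptide-only wells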
# Mcl1-Bid inh: Mcl-1/Bid interaction inhibition. Q07820. TR-FRET Mcl-1/Bid-Dy647 peptide binding, 1536-well. inhibition, % at 21.7 µM. 220,000 tested, 0.97% active. AID 1021;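 active = compounds that cut the binding signal by more than half at the single screening dose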;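 also: His-tagged Mcl-1 with europium anti-His antibody binding Bid BH3 peptide; 0% = Mcl-1 plus peptide wells and 100% = peptide-only wells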
# Rac1 mut GTP: human Rac1 activated mutant GTP binding change | GST-Rac1 activated beads, fluorescent GTP binding, flow cytometry; actives lie on both sides; 100% means binding = to untreated wells | percent activity (GTP binding), % at 10 µM | 190,000 tested, 0.11% active | AID 764;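 active = GTP binding at least 20 percentage points away from the 100% baseline, in either direction, so actives lie on both sides; inconclusive = Compound likely fluorescent itself, or too few beads counted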
# RGS8-Gao reg: modulates binding of RGS8 to human Galphao; P09471; multiplexed bead flow cytometry; actives lie on both sides; response (percent of control binding), % at 10 µM; 220,000 tested, 0.34% active; AID 1423; in the data active = response below about 60% or above about 140%; inactive = in between;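 also: Galphao activated as the GDP aluminium fluoride complex binding bead-coupled RGS8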
# Target sequence (P09471 whole entry, looked up): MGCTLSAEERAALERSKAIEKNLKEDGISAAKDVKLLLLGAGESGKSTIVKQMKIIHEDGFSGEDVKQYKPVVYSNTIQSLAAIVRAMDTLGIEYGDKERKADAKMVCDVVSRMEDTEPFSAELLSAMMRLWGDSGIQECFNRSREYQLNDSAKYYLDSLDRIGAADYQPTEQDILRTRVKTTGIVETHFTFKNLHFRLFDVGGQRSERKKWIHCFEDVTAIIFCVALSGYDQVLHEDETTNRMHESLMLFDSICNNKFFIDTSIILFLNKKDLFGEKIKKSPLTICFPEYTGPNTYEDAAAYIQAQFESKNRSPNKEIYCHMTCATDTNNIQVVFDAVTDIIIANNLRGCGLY
# Numbers without * were called inactive; ? = inconclusive; · = not tested or not shown.
1	CCc1cccc(NC(=O)C2CCN(S(=O)(=O)c3c(C)noc3C)CC2)c1
2	Cc1ccc(Cl)cc1N(Cc1ccc(C(=O)NCc2cccnc2)cc1)S(=O)(=O)c1ccccc1
3	CCOC(=O)c1cc(-c2ccccc2)n(CC(=O)Nc2ccc(OCC)cc2)c1C
4	Cc1cccc(C(=O)Nc2cccc(Br)c2)c1[N+](=O)[O-]
5	CC1CCN(C(=O)CSc2nnc(Cc3ccccc3)o2)CC1
6	CCOC(=O)Cn1nnc(-c2ccc([N+](=O)[O-])cc2)n1
7	CC(C)CN1C(=O)c2ccc(C(=O)NCc3ccc4c(c3)OCO4)cc2C1=O
8	O=C(O)CCc1nc2cccnc2n1Cc1ccccc1
assay / entry,1,2,3,4,5,6,7,8
Pf gamet viab,·,-13,·,-4,·,·,·,·
Bim-Mcl-1,0,-4,0,0,0,1,-4,-2
Cdc42 wt,100,100,104,97,101,97,97,103
HRas wt GTP bind,98,104,102,94,100,94,97,98
Rab7 wt modul,99,101,101,100,99,92,96,96
Rac1 wt modul,102,99,107,99,102,94,101,103
Rab2A wt mod,100,104,101,96,97,96,97,99
Mcl1 Noxa PPI,1,-4,15,-3,5,-2,0,14
Mcl1-Bid inh,5,1,-14,9,-5,0,-1,-19
Rac1 mut GTP,95,101,101,95,98,95,96,99
RGS8-Gao reg,99,99,101,106,100,92,102,99

9	CCCNC(=O)CSC1=N/C(=C/c2ccc(F)cc2)C(=O)N1CC
10	COCCn1nnnc1C(c1ccc(OC)cc1)N1CCN(c2ccccc2F)CC1 (stereo unspecified)
11	O=[N+]([O-])c1ccc(S(=O)(=O)N/N=C/c2ccco2)cc1
12	CN(C)C(=O)CC12CC3CC(C1)CC(CC(=O)N(C)C)(C3)C2
13	COC(=O)c1ccc(C2Nc3cccc4cccc(c34)N2)cc1
14	C=CC(=O)Nc1ccc(Br)cc1
15	Cc1ccc2ncnc(NCCCCCC(=O)O)c2c1
16	Cc1nn(C)c(C)c1S(=O)(=O)N1CCC(C(=O)NCC2COc3ccccc3O2)CC1 (stereo unspecified)
assay / entry,9,10,11,12,13,14,15,16
Pf gamet viab,28,-18,-3,8,5,19,-23,·
Bim-Mcl-1,0,-3,-2,0,1,-6,2,-1
Cdc42 wt,101,99,98,96,99,105,101,102
HRas wt GTP bind,100,96,97,96,99,103,98,104
Rab7 wt modul,97,98,95,104,101,99,103,105
Rac1 wt modul,103,100,98,96,101,107,103,108
Rab2A wt mod,97,96,97,99,99,101,98,105
Mcl1 Noxa PPI,4,39,14,13,40,-26,9,0
Mcl1-Bid inh,-35,50,-17,-19,-31,-2,3,2
Rac1 mut GTP,98,96,94,95,98,101,96,100
RGS8-Gao reg,106,104,98,102,104,99,104,104

17	CC(=O)c1c(C)[nH]c(C(=O)Nc2cccnc2)c1C
18	COCCn1c(SCC(=O)NCc2ccc3c(c2)OCO3)nnc1-c1c[nH]c2ccccc12
19	COc1cc(OC)c(S(=O)(=O)N2CCN(C(=O)c3ccccc3F)CC2)cc1NC(C)=O
20	CC1CN=C(NC2CCCCC2C)S1 (stereo unspecified)
21	CCc1c(C)c2ccc(OCC(=O)N(C)C)c(C)c2oc1=O
22	CC(C)CC(c1nnnn1CC1CCCO1)N1CCN(c2nc3ccccc3s2)CC1 (stereo unspecified)
23	COc1cccc([C@H](O)Cn2cc(-c3ccc(CON=C(C)C)cc3)nn2)c1
24	Cc1ccc(C(=O)Nc2ccc3c(c2)CCC3)cc1S(=O)(=O)N1CCOCC1
assay / entry,17,18,19,20,21,22,23,24
Pf gamet viab,15,·,-6,·,-26,-18,·,·
Bim-Mcl-1,2,-5,-1,0,-2,0,-2,0
Cdc42 wt,?,100,97,104,94,98,104,100
HRas wt GTP bind,?,100,97,103,94,97,103,99
Rab7 wt modul,?,100,104,101,92,99,97,104
Rac1 wt modul,?,103,100,104,95,97,109,100
Rab2A wt mod,?,100,98,101,94,98,103,98
Mcl1 Noxa PPI,-14,-19,2,14,6,7,17,16
Mcl1-Bid inh,-51,-16,-9,13,7,-6,2,-3
Rac1 mut GTP,?,99,95,97,94,97,100,97
RGS8-Gao reg,102,100,101,109,108,105,111,99

25	CCO/C=C1/C(=O)N(c2ccc(OC)cc2)C(=O)c2ccccc21
26	C/C(Cn1cnc([N+](=O)[O-])n1)=N\NC(=O)c1cccc(F)c1
27	COc1ccccc1-n1c(=S)[nH]c2c(sc(=S)n2-c2ccccc2C)c1=O
28	CCOC(=O)c1[nH]c2cc(OC)c(OC)cc2c1NC(=O)CN(C)C1CCCCC1
29	COc1ccc(C=O)c(OC)c1
30	COC(=O)C1C(c2ccccc2)C(C(=O)O)C1c1ccccc1 (stereo unspecified)
31	CN=C(c1ccc([N+](=O)[O-])cc1)N1CCCCC1
32	CCn1c(=O)n(CC)c2cc(N)ccc21
assay / entry,25,26,27,28,29,30,31,32
Pf gamet viab,·,6,·,-20,-2,10,·,-47
Bim-Mcl-1,2,2,3,2,-4,2,0,-3
Cdc42 wt,92,106,92,101,97,89,98,96
HRas wt GTP bind,97,104,94,100,96,93,97,97
Rab7 wt modul,101,101,102,97,96,96,96,102
Rac1 wt modul,95,111,94,99,103,95,99,98
Rab2A wt mod,94,102,98,99,97,93,97,99
Mcl1 Noxa PPI,11,-13,23,·,2,0,-7,19
Mcl1-Bid inh,-3,-14,-19,·,9,-30,-24,1
Rac1 mut GTP,93,101,89,96,98,91,97,95
RGS8-Gao reg,105,106,99,100,105,101,107,96

# Looked up by structure from the entries so far, 4 records:
32	CCn1c(=O)n(CC)c2cc(N)ccc21
31	CN=C(c1ccc([N+](=O)[O-])cc1)N1CCCCC1
30	COC(=O)C1C(c2ccccc2)C(C(=O)O)C1c1ccccc1 (stereo unspecified)
29	COc1ccc(C=O)c(OC)c1
assay / entry,32,31,30,29
Pf gamet viab,-47,·,10,-2
Bim-Mcl-1,-3,0,2,-4
Cdc42 wt,96,98,89,97
HRas wt GTP bind,97,97,93,96
Rab7 wt modul,102,96,96,96
Rac1 wt modul,98,99,95,103
Rab2A wt mod,99,97,93,97
Mcl1 Noxa PPI,19,-7,0,2
Mcl1-Bid inh,1,-24,-30,9
Rac1 mut GTP,95,97,91,98
RGS8-Gao reg,96,107,101,105

# More structures:
33	CCOc1cc(N2CCOCC2)c(OCC)cc1NC(=O)c1ccc(C)s1
34	Cc1nc(SCc2ccc(Cl)c(Cl)c2)ncc1C(=O)O
35	O=C(NCCc1ccccn1)c1ccc(COc2ccccc2)o1
36	CC1CN(C(=O)C2CCCCC2)C(C)CN1C(=O)C1CCCCC1 (stereo unspecified)
37	COc1cccc(CN2CCN(S(=O)(=O)c3ccc(Br)cc3)CC2)c1
38	CCOC(=O)CSc1nnc(-c2ccc(NS(=O)(=O)c3ccc(C)cc3)cc2)o1
39	COc1ccc(/C=N/Nc2cc(C)nc(N)n2)cc1
40	COc1cc2ccccc2cc1C(=O)Nc1ccc(Cc2ccncc2)cc1
assay / entry,33,34,35,36,37,38,39,40
Pf gamet viab,5,3,-13,·,4,-7,-7,-32
Bim-Mcl-1,2,0,-1,-8,-5,0,-4,0
Cdc42 wt,94,95,104,106,97,104,100,98
HRas wt GTP bind,94,97,101,99,95,100,102,99
Rab7 wt modul,97,106,98,100,94,101,98,102
Rac1 wt modul,94,97,107,104,90,108,106,100
Rab2A wt mod,96,95,102,100,91,104,102,99
Mcl1 Noxa PPI,10,16,30,0,·,2,10,16
Mcl1-Bid inh,-68,12,-15,3,2,-16,-24,17
Rac1 mut GTP,95,94,99,99,91,101,103,97
RGS8-Gao reg,115,101,106,103,101,97,105,101

41	Cc1cc(OC(=O)c2ccc(S(=O)(=O)N3CCOCC3)cc2)c([N+](=O)[O-])c(=O)[nH]1
42	COc1ccccc1OC(=O)c1cc(Cl)nc2ccccc12
43	COc1ccc(-c2cc(C(F)(F)F)nc(N3CCCCC3)n2)cc1OC
44	O=C(CSc1n[nH]c(-c2ccncc2)n1)NC1CCS(=O)(=O)C1 (stereo unspecified)
45	CCc1nnc(NC(=O)CSc2nnc(-c3ccc(S(=O)(=O)N(CC)CC)cc3)n2CC)s1
46	CCCCOCCCNC(=O)CN1C(=O)c2ccccc2C1=O
47	Nc1ccn([C@@H]2O[C@H](CO)[C@@H](O)[C@@H]2O)c(=O)n1
48	CC(C)OC(=O)Cn1cc(C#N)c2ccccc21
assay / entry,41,42,43,44,45,46,47,48
Pf gamet viab,9,·,·,·,10,8,·,0
Bim-Mcl-1,-3,-3,-1,-3,0,1,0,-1
Cdc42 wt,97,93,98,101,102,95,104,95
HRas wt GTP bind,99,94,99,101,103,95,103,95
Rab7 wt modul,101,94,96,101,104,98,99,95
Rac1 wt modul,101,90,96,102,101,90,107,97
Rab2A wt mod,98,93,96,99,103,92,99,93
Mcl1 Noxa PPI,24,·,2,0,3,7,28,12
Mcl1-Bid inh,5,6,6,-40,-25,-9,24,-29
Rac1 mut GTP,95,91,96,99,97,91,100,96
RGS8-Gao reg,105,99,102,101,100,100,92,101

49	CCOC(=O)C(NC(=O)CC)(Nc1ccccc1)C(F)(F)F (stereo unspecified)
50	CN(C)C(/C=C/Nc1ccc(F)cc1)=C(C#N)C#N
51	Cc1ccc(C(=O)Nc2nc(=O)n(C(=O)CC(C)C)s2)cc1
52	CN(CC(=O)O)c1ccc(S(=O)(=O)N2CCOCC2)cc1[N+](=O)[O-]
53	FC(F)(F)c1nc2ccccc2nc1N/N=C/c1c(Cl)cccc1Cl
54	COCCCNC(=O)Cn1c(=O)n(CCCCCC(=O)NCc2ccc3c(c2)OCO3)c(=O)c2sccc21
55	O=c1cc(N2CCN(Cc3ccccc3)CC2)[nH]c(=O)n1Cc1ccc(F)cc1
56	CN(c1ccccc1)S(=O)(=O)c1ccc(NC(=O)c2ccccc2)cc1
assay / entry,49,50,51,52,53,54,55,56
Pf gamet viab,-3,·,-21,-15,13,-31,·,2
Bim-Mcl-1,-2,0,-1,0,0,0,3,-4
Cdc42 wt,100,103,97,98,98,93,96,102
HRas wt GTP bind,100,101,95,100,99,95,98,103
Rab7 wt modul,98,100,97,107,96,97,99,101
Rac1 wt modul,105,101,92,101,96,93,97,105
Rab2A wt mod,99,101,94,101,97,94,96,99
Mcl1 Noxa PPI,1,-14,7,7,-10,-6,8,1
Mcl1-Bid inh,1,-4,25,-7,-18,-1,-108,-37
Rac1 mut GTP,100,100,93,98,95,93,96,102
RGS8-Gao reg,101,105,101,97,99,99,102,101

# As entered above:
# `CN(c1ccccc1)S(=O)(=O)c1ccc(NC(=O)c2ccccc2)cc1` in Rac1 mut GTP has 102
# `O=c1cc(N2CCN(Cc3ccccc3)CC2)[nH]c(=O)n1Cc1ccc(F)cc1` in HRas wt GTP bind has 98
